5HT1a ag = 5-HT1a (human) receptor agonism; P08908; CHO 5-HT1a Ga15 NFAT-bla reporter, FRET ratio; 0% basal, 100% maximal reference agonist; activation, % at 10 µM; 65,000 compounds, 0.56% hits; AID 567;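 active = activation above the screen-wide mean activation plus 3 SD, cut at about 19% in these data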;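 note: 0% = DMSO wells and 100% = 5-CT at EC100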
Target sequence (P08908 whole entry, looked up): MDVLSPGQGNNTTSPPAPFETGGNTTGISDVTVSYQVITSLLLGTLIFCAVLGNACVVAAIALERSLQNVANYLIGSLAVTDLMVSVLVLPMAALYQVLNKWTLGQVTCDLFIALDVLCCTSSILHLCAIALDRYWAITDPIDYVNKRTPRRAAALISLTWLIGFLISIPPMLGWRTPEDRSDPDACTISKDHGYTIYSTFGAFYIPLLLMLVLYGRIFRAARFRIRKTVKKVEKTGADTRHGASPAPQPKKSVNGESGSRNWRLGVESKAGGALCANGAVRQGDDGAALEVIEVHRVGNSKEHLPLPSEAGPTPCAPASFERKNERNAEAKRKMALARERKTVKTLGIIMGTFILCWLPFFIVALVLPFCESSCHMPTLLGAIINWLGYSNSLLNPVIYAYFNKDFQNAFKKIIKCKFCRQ
SF-1 act = activators of human nuclear receptor SF-1; activation, % at 10 µM; CHO-K1 Gal4-SF-1 LBD luciferase reporter; % increase over DMSO SF-1-specific signal; AID 522; 65,000 compounds, 1.9% hits;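 active = activation above the mean activation of all tested compounds plus 3 SD, cut at about 50% in these data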
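Test system: CHO-K1 cells with Gal4–hSF-1 LBD chimera plus Gal4-driven luciferase; Input: 4,000 cells/well; Compound: 10 µM only; Times: 20 h compound treatment, 37 °C; Measured by: steady-glow luciferase luminescence, read after 15 min reagent incubation; Measure: percent activation versus DMSO; Control set: DMSO and mock-transfected background; Replicates: one test per compound.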
RORA act = activates the human nuclear receptor RORA. P35398. CHO-K1 Gal4-RORA LBD luciferase reporter, luminescence; percent increase over mock-subtracted basal signal. activation, % at 10 µM. 65,000 compounds, 1.5% hits. AID 560;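 active = activation above the mean of all tested compounds plus 3 SD, cut at about 49% in these data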;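 note: 0% = DMSO-treated RORA cells and 100% = added signal equal to DMSO minus mock-transfected cells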
5HT1a antag = blocks the human serotonin 5-HT1a receptor; P08908; CHO 5-HT1a Ga15 NFAT-bla reporter, antagonist mode; inhibition, % at 10 µM; 62,000 compounds, 0.68% hits;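 active = inhibition above the mean of all tested compounds plus 3 SD, cut at about 43% in these data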;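 note: receptor stimulated by 5-CT agonist at 100 nM near EC80; beta-lactamase reporter measured by ratiometric fluorescence of a cleavable substrate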
HTR1E agonist = activates the human 5-HT1E serotonin receptor; P28566; AID 574; activation, % at 6 µM; CHO 5-HT1E Ga15 NFAT-bla reporter, FRET; 0% DMSO wells, 100% control agonist wells; 65,000 compounds, 0.69% hits;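 active = activation above a set limit, the screen-wide mean activation plus 3 SD, cut at about 8.5% in these data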;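 note: 100% = positive control agonist at 1 µM giving full maximal response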
Target sequence (P28566 whole entry, looked up): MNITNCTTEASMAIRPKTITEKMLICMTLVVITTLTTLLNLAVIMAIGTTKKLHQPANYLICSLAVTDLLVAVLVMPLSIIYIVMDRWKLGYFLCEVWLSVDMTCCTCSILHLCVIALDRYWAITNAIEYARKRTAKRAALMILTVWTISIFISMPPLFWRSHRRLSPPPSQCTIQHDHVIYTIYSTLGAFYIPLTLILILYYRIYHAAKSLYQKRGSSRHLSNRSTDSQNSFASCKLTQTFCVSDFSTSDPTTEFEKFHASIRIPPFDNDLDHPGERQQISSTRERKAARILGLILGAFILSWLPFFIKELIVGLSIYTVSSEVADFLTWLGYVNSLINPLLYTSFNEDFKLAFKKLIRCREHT
Ecoli tolC = E. coli tolC mutant growth inhibition | E. coli BW25113 tolC mutant growth, OD615 | growth inhibition, % at 10 µM (by protocol) | 65,000 compounds, 2.2% hits | AID 573;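 active = growth inhibition at or above a cutoff equal to the mean over every tested compound plus 3 SD, cut at about 60% in these data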;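 note: growth measured after 20 h incubation at 37 °C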
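Assay system: tolC-deleted E. coli BW25113. Medium: kanamycin-containing LB broth (50 µg/mL). Dosing: 10 µM final, single dose. Timing: bacterial growth with compound for 20 h at 37 °C. Detection: A615 absorbance measurement. Read-out basis: growth inhibition in percent.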
NADH coupling = inhibition of NAD/NADH coupling enzymes, library profiling; coupled PK/LDH NADH assays, four targets; IC50, µM (doses to about 10 µM), for inactives: top-dose inhibition; 65,000 compounds, 0.02% hits; AID 774;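 active = single-dose screening hits from any of four coupled enzyme assays that gave an IC50 when retested across doses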;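 note: the DPM-DC format reads NADH fluorescence rather than 340 nm absorbance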
HTR1E antagonist = antagonists of human 5-HT1E serotonin receptor | P28566 | CHO 5-HT1E Ga15 NFAT-bla reporter, FRET, antagonist | inhibition, % at 6 µM | 65,000 compounds, 0.99% hits | AID 571;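 active = inhibition above a set limit, the mean inhibition across every tested compound plus 3 SD, cut at about 29% in these data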;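 note: signal is the 460 over 535 nm emission ratio of beta-lactamase substrate; 0% = agonist plus DMSO wells and 100% = wells without agonist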
MMP-13 inhibitor = inhibitors of human MMP13; P45452; MMP-13 fTHP FRET cleavage, Mca fluorescence; inhibition, % at 4 µM; 65,000 compounds, 0.07% hits;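 active = inhibition above the mean of compound-free control plate wells plus 3 SD, cut at about 14% in these data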;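 note: 0% = DMSO wells and 100% = wells with reference MMP-13 inhibitor after basal subtraction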
* marks the source's active call; other numbers are inactive results; · = not tested or not shown; [ ] = remark or other dose.

cpd | smiles | 5HT1a ag | SF-1 act | RORA act | 5HT1a antag | HTR1E agonist | Ecoli tolC | NADH coupling | HTR1E antagonist | MMP-13 inhibitor
1 | COC(=O)c1cccc(OC(N)=O)c1 | -2.6 | 8 | 3 | 6 | -0.4 | -5 | 5% | -7 | 6
2 | COc1ccc(C)cc1NC(=O)c1nnn(Cc2cc(C)ccc2C)c1N | 1.3 | 16 | 12 | 26 | -0.1 | 19 | 0% | 9 | 4
3 | Cc1ccc(C)c2[nH]c(=O)c(C(c3nnnn3C3CCCC3)N3CCOCC3)cc12 (centres undefined) | 3.3 | 7 | -21 | -1 | 0.3 | -5 | 8% | -5 | -11
4 | COc1cc2c(cc1OC)-c1cc(NC3CC3)nc(=O)n1CC2 | -0.3 | 12 | -2 | 9 | 1.2 | 21 | 8% | 20 | -10
5 | Cc1c(N=Cc2ccc[nH]2)c(=O)n(-c2ccccc2)n1C | -3.0 | -2 | 2 | 8 | 0.1 | -16 | 3% | 7 | -5
6 | CCOC(=O)c1ccc(N=c2sc(C(=O)OC)cc(=O)n2C2CC2)cc1 | 1.5 | 17 | -27 | -13 | 0.8 | -9 | 4% | 2 | 4
7 | CCCCn1c(O)c(C=NCCCN(C)C)c(=O)[nH]c1=O | 7.4 | 2 | -9 | · | -0.9 | 4 | 3% | -1 | 0
8 | Cc1cc(=O)oc2cc(OCC(=O)N3CCCc4ccccc43)ccc12 | -2.0 | -13 | -11 | 2 | 1.4 | -10 | 2% | 5 | -4
9 | CCOC(=O)c1cccc(NC(=O)Cn2c(CC(=O)NC)nc3ccccc32)c1 | -0.4 | 4 | 4 | -4 | -0.4 | -4 | 8% | -1 | 0
10 | O=C(CSc1nnc(NC(=O)c2ccco2)s1)NC1CCCCC1 | -1.5 | 25 | -4 | -5 | 0.5 | -8 | 7% | 9 | -3
11 | Cc1occc1-c1nnc(SCC(=O)Nc2nccs2)n1CCc1ccccc1 | -2.0 | -13 | -3 | -3 | -0.6 | · | 12% | 1 | -86[fluorescence artefact?]
12 | O=C(COC(=O)C1CCCO1)Nc1cccc(C(F)(F)F)c1 (centres undefined) | -1.5 | 8 | 4 | -8 | -0.7 | -5 | 5% | 15 | 4
13 | Cc1ccc2c(c1)[nH]c1c(=O)n(Cc3ccccn3)cnc12 | -5.9 | 9 | -9 | -3 | 1.7 | -8 | 6% | 0 | -4
14 | O=C(CN1C(=O)C2C3C=CC(C3)C2C1=O)NCCc1ccccc1Cl (centres undefined) | -0.6 | -6 | 1 | 6 | 0.6 | -6 | 5% | -5 | 3
15 | COc1ccc(CCn2c(C)cc3c(c2=O)C(c2ccc4c(c2)OCO4)C(C#N)=C(N)O3)cc1OC (centres undefined) | 2.7 | 47 | 17 | · | -0.1 | 0 | 3% | 15 | -4
16 | Cc1c(NC(=O)C2CCCN2S(=O)(=O)c2ccccc2)c(=O)n(-c2ccccc2)n1C (centres undefined) | -1.4 | 2 | 6 | 3 | 0.3 | -8 | 5% | 8 | -1
17 | COc1cc(C2C3C(=O)N(c4ccc(F)cc4)C(=O)C3ON2c2ccccc2)ccc1O (centres undefined) | -1.4 | 2 | 15 | · | -1.2 | 0 | 12% | -2 | 1
18 | CN1CCC(N(C)C(=O)COc2ccccc2-c2ccccc2)CC1 | -2.9 | -10 | -16 | 1 | 0.7 | -9 | 6% | 0 | 2
19 | NC(=O)c1ccc(-n2nnnc2Oc2ccccc2)cc1 | -0.9 | -9 | 6 | -4 | 0.9 | -5 | 4% | -4 | 7
20 | O=C(NCC(c1cccnc1)N1CCN(c2ccccc2)CC1)c1ccc2c(c1)OCO2 (centres undefined) | 0.6 | 26 | 2 | 8 | -0.6 | -5 | 2% | 4 | 2
21 | Cc1ccc(C(NC(=O)N2CCOCC2)=C(Cl)Cl)cc1F | -4.7 | -18 | -20 | 12 | 0.1 | -4 | 3% | -8 | 1
22 | O=S(=O)(c1ccc(N2CCN(S(=O)(=O)c3ccc4c(c3)OCCO4)CC2)nc1)N1CCCC1 | 3.4 | 6 | -16 | -12 | 0.2 | 13 | 2% | -11 | -5
23 | Cc1ccccc1Nc1nc(CSc2nnc(-c3ccoc3C)n2C)cs1 | -3.0 | 8 | 9 | 5 | -0.1 | 9 | 8% | -8 | -1
24 | CCOc1ccc(NC(=O)CSc2nc3c(c(=O)n2C)SC(C)C3)cc1 (centres undefined) | -1.6 | -19 | 12 | 4 | 0.5 | 4 | 8% | 7 | 6

3 compounds out of the list, ordered by SMILES length, lowest first:
cpd | smiles | 5HT1a ag | SF-1 act | RORA act | 5HT1a antag | HTR1E agonist | Ecoli tolC | NADH coupling | HTR1E antagonist | MMP-13 inhibitor
19 | NC(=O)c1ccc(-n2nnnc2Oc2ccccc2)cc1 | -0.9 | -9 | 6 | -4 | 0.9 | -5 | 4% | -4 | 7
24 | CCOc1ccc(NC(=O)CSc2nc3c(c(=O)n2C)SC(C)C3)cc1 (centres undefined) | -1.6 | -19 | 12 | 4 | 0.5 | 4 | 8% | 7 | 6
17 | COc1cc(C2C3C(=O)N(c4ccc(F)cc4)C(=O)C3ON2c2ccccc2)ccc1O (centres undefined) | -1.4 | 2 | 15 | · | -1.2 | 0 | 12% | -2 | 1

Further entries follow.
cpd | smiles | 5HT1a ag | SF-1 act | RORA act | 5HT1a antag | HTR1E agonist | Ecoli tolC | NADH coupling | HTR1E antagonist | MMP-13 inhibitor
25 | COc1ccccc1-c1cn[nH]c(=S)n1 | -1.5 | 0 | 0 | -8 | -0.1 | 6 | 5% | -5 | -1
26 | Cc1ccccc1C(=O)N1CCN(c2ccc(NC(=O)c3ccco3)cc2Cl)CC1 | -2.8 | -23 | -16 | 28 | -1.0 | 23 | 2% | 4 | 7
27 | COc1ccc(C2C3=C(CC(C)(C)CC3=O)Nc3c2c(=O)[nH]c(=O)n3Cc2ccccc2)cc1 (centres undefined) | 0.5 | -6 | -10 | -11 | 2.0 | 14 | 6% | 5 | -5
28 | O=C(NCCN1CCOCC1)c1cc(-c2ccc(Br)cc2)on1 | -2.4 | -8 | 10 | -14 | 0.7 | -10 | 16% | -2 | 4
29 | CC1(C)[N+]([O-])=C2C(=[N+]([O-])C1(C)C)c1ccccc1/C2=N\O | -3.1 | -9 | -12 | 8 | -0.7 | -7 | 3% | 3 | 5
30 | O=C(NCCCn1ccnc1)NC(C(F)(F)F)C(F)(F)F | -0.1 | -3 | -3 | -22 | -0.3 | -7 | 2% | 4 | 6
31 | COc1cc(C(=O)N2CCC(C(=O)Nc3cccc(C(C)=O)c3)CC2)cc(OC)c1OC | -4.2 | 6 | -8 | 0 | 0.4 | -10 | 8% | -6 | 3
32 | COc1ccccc1NC(=O)CSc1nnc(C2CCCCC2)o1 | -2.7 | -12 | 2 | -6 | -0.9 | 11 | 6% | 8 | -2
33 | COc1ccccc1N1CCN(CCOc2c(OC)cccc2OC)CC1 | 1.6 | -20 | -26 | · | 30* | 14 | 4% | 14 | 2
34 | Cn1c(C(=O)NCCN2CCCCCC2)cc2c(=O)n(C)c3ccccc3c21 | -3.8 | -10 | 3 | 6 | 0.2 | 10 | 7% | 6 | -22
35 | CN1CCN(c2ccc(Cl)cc2NC(=O)c2nn(-c3ccccc3)c(=O)c3ccccc23)CC1 | -4.4 | 13 | 9 | 2 | -0.7 | -2 | 7% | -10 | 0
36 | Cc1cc(S(=O)(=O)N2CCN(Cc3ccccc3)CC2)c(C)s1 | -2.7 | -4 | 1 | 8 | -0.1 | 25 | 0% | 6 | -3
37 | c1ccc(-c2nnc(-c3cccc(-c4nnc(-c5ccccc5)o4)c3)o2)cc1 | -0.1 | -9 | 18 | -10 | 0.7 | -9 | 8% | -8 | -2
38 | COc1ccc(C(=O)COC(=O)CN2C(=O)NC(C)(C)C2=O)cc1OC | -0.2 | 4 | -8 | -10 | 0.2 | -21 | 9% | -12 | 1
39 | COC(=O)C1=C(C)N(c2ccc(Cl)c(Cl)c2)C(=O)C1 | -0.3 | -8 | -22 | 2 | 0.5 | 9 | 0% | -14 | 2
40 | O=c1oc2ccccc2cc1NCc1ccccc1O | 0.7 | 8 | 6 | 1 | 1.1 | 25 | 2% | 1 | 2
41 | CCOc1ccc(S(=O)(=O)NCc2ccc(F)cc2)c2cccnc12 | -0.2 | -17 | -4 | -4 | -0.4 | 3 | 10% | 7 | -56[fluorescence artefact?]
42 | COC(=O)c1cc(NC(=O)C2CC=CCC2C(=O)O)cc(C(=O)OC)c1 (centres undefined) | -0.9 | -8 | -3 | 1 | -1.1 | 1 | 2% | 7 | 0
43 | Cc1cnc(NC(=O)CN(C)S(=O)(=O)c2ccc(Cl)cc2)s1 | -2.0 | 0 | -8 | 4 | 0.4 | -6 | 5% | -1 | -1
44 | COc1ccccc1OCCNC(=O)c1ccc(S(=O)(=O)N(C)C)cc1 | 1.0 | 2 | -8 | 1 | -0.3 | 9 | 9% | 3 | 2
45 | CNS(=O)(=O)c1cccc(C(=O)OCc2cc(Cl)cc3c2OCOC3)c1 | -1.7 | -12 | -33 | -2 | 6.4 | 28 | 5% | 5 | -2
46 | COc1c(Br)cc(Br)cc1C(=O)O | -3.0 | 6 | -18 | 5 | -0.6 | -10 | 7% | -6 | 2
47 | CN1CC(=O)NC1=NC(=O)c1ccc(Cl)c(S(=O)(=O)N2CCCCCC2)c1 | 4.7 | -3 | -13 | -12 | 1.0 | 17 | 9% | -3 | -3
48 | c1cc2[nH]snc2c2nc(C3CC3)nc12 | -3.0 | 0 | 12 | 22 | -0.2 | 9 | 7% | 18 | -7
49 | O=C(O)COc1ccc2c(c1)CCCC2 | -2.1 | -8 | 29 | -8 | -0.1 | 2 | 2% | -1 | -3
50 | CCCc1cc(=O)[nH]c(SCC(=O)N2CCC(C(=O)OCC)CC2)n1 | -3.2 | 13 | 2 | 5 | 0.0 | -15 | 1% | 0 | 0
51 | O=c1c(-c2ccc3c(c2)OCCO3)coc2cc(O)cc(O)c12 | -3.2 | 45 | 40 | 0 | -0.4 | 49 | 1% | -12 | 3
52 | O=C(CCN1C(=O)C2C3C=CC(C3)C2C1=O)Nc1c(F)cccc1F (centres undefined) | -1.4 | -28 | -18 | 3 | 0.0 | -6 | 1% | 4 | 2
53 | COc1ccc(C(=O)/C=C(\N)C(F)(F)F)c(O)c1 | 1.8 | 0 | 2 | -16 | 1.2 | -1 | 1% | -6 | 3
54 | CCC(C)(C)n1nnnc1CN(Cc1cc2cc(OC)c(OC)cc2[nH]c1=O)C1CCCC1 | -0.2 | -5 | -2 | 3 | 0.6 | -9 | 12% | 2 | -28
55 | CCOC(=O)N1CCN(S(=O)(=O)c2ccc(Br)s2)CC1 | -0.8 | -4 | 0 | 11 | -0.5 | 6 | 6% | -3 | 0
56 | CCOc1ccccc1NC(=O)c1ccccc1-c1nc(-c2ccccc2OC)no1 | -0.3 | 0 | 3 | 39 | -0.1 | 4 | 8% | 3 | 3
57 | O=C(CSc1nnc2sc3ccccc3n12)NCc1ccco1 | -1.0 | -5 | -1 | -9 | 0.5 | -28 | 3% | 2 | 3
58 | COc1ccc(S(=O)(=O)NC(CC(=O)NCCc2ccc(OC)c(OC)c2)c2ccco2)cc1 (centres undefined) | -4.0 | 13 | -13 | -2 | -0.2 | -3 | 0% | 1 | -6
59 | COc1cccc(C2CC(c3ccc(C)cc3)Nc3nc(N)nn32)c1 (centres undefined) | -1.9 | 24 | -14 | 20 | 0.1 | 8 | 3% | -5 | 7
